Screening data from PubChem BioAssay.
ROCK2 blocker: blocks human Rho kinase 2 activity | O75116 | purified ROCK2, Kinase-Glo ATP depletion luminescence | inhibition, % at 6 µM | 0.35% of 60,000 active;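 active = inhibition above the screen-wide mean inhibition plus 3 SD, cut at about 18% in these data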;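 also: plate controls were DMSO wells for no effect and Y-27632 control wells after no-enzyme background subtraction for full effect; many of its hits are not listed in these tables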
MKP-1 inh: blocks human MKP-1 phosphatase activity | P28562 | recombinant MKP-1, OMFP hydrolysis fluorescence | inhibition, %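 (compounds tested at a single concentration somewhere between 10 and 100 µM)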 | 0.15% of 65,000 active;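 active = inhibition above about 50%, limit read from the data; inconclusive = inhibition over screen mean plus 3 SD, below that limit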;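 also: 0% = DMSO max control wells and 100% = wells with enzyme stopped by NaOH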
A340 absorber: compound absorbs light at 340 nm. compound absorbance at 340 nm, fold over control. fold change at 10 µM. 65,000 tested, under 10 active;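 active = at 10 µM dose, initial 340 nm absorbance at least 2 fold that of control wells; inactive = change under 2 fold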;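 also: initial absorbance extrapolated from kinetic A340 decline of NADH oxidation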
Autofluor 339: intrinsic fluorescence of library compounds, ex339/em460 – biochemical, MLSMR library, data from DPM-DC assay, artefact control, profiling panel | 5.5% of 65,000 active | compound autofluorescence, ex339/em460 nm, NADH buffer; stronger effect = higher value; 1 = no-compound wells, NADH background | fluorescence fold increase at 10 µM;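 active = at 10 µM, mean starting fluorescence two-fold or more over control wells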;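 also: signal is the first read of a kinetic run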
Her2 expr inh: lowers expression of human Her2 kinase; P04626; SKBR-3 HER2 protein level, AlphaScreen, 18-24 h; stronger effect = lower value; HER2 level % of control, % at 10 µM; 0.69% of 65,000 active;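 active = HER2 level under 5% of the carrier-only control; inconclusive = no clear call, values can overlap the other calls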;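 also: 100% = DMSO carrier and 0% = 500 nM PU-H71 HSP90 inhibitor; lower value means stronger loss of Her2 protein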
Hsp90 block: displaces geldanamycin probe from tumor Hsp90 | 0.35% of 64,000 active | AID 429 | NCI-N417 lysate Hsp90, Cy3B-geldanamycin FP displacement | P07900 | inhibition, % at 30 µM;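 active = inhibition above 50%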;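 also: 0% = tracer plus lysate wells and 100% = tracer alone without lysate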
PKA kinase inh: inhibitors of human protein kinase A. PKA Kemptide phosphorylation, Kinase-Glo ATP luminescence. inhibition, % at 6 µM. 0.1% of 65,000 active. AID 524. P17612;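 active = inhibition above the screen-wide mean inhibition plus 3 SD, cut at about 21% in these data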; also: many of its hits are not listed in these tables
Cdc25B block: human M-phase inducer phosphatase 2 inhibition; P30305; recombinant Cdc25B, OMFP fluorescence Ex485/Em525; inhibition, %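 (compounds tested at 10 µM final in the well)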; 0.1% of 65,000 active; AID 368; in the data active = inhibition above about 50%
Target sequence (P30305 whole entry, looked up): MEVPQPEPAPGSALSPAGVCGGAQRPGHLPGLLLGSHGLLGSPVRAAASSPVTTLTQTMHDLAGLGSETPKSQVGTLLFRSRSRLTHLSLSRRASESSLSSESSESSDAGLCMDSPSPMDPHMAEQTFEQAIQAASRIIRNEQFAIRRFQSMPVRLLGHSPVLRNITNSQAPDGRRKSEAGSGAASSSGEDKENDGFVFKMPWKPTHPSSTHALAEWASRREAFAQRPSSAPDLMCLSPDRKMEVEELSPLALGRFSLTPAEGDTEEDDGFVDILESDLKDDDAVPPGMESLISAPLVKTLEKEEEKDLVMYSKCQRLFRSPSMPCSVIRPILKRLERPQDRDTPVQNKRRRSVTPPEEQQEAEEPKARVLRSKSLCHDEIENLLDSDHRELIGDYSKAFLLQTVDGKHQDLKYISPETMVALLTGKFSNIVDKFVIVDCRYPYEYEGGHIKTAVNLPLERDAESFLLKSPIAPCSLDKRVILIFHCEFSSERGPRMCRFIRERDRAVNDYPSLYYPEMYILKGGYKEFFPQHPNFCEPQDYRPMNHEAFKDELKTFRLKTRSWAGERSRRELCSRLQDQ
JNK3 blocker: inhibitors of human JNK3 kinase | P53779 | purified JNK3 kinase activity, HTS | inhibition, % at 8 µM | 0.61% of 60,000 active | AID 746; in the data active = inhibition above about 17%;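 also: 0% = DMSO and 100% = reference inhibitor; many of its hits are not listed in these tables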
Target sequence (P53779 whole entry, looked up): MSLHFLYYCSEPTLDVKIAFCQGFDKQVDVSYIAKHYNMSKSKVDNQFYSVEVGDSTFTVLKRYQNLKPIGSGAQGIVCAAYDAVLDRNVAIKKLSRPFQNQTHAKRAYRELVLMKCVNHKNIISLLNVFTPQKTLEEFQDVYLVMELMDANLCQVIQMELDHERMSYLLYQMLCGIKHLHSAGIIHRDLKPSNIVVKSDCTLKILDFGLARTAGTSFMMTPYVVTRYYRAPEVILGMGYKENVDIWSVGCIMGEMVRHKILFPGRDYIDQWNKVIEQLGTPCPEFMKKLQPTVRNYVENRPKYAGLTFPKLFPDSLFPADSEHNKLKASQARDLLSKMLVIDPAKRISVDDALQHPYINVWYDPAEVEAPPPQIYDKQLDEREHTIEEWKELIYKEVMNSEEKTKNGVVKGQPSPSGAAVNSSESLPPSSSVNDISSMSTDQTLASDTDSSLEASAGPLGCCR
Active calls of the source: *; ? = inconclusive; / = not tested or not shown.

SMILES	ROCK2 blocker	MKP-1 inh	A340 absorber	Autofluor 339	Her2 expr inh	Hsp90 block	PKA kinase inh	Cdc25B block	JNK3 blocker
COc1ccccc1N(CC(O)CN1C(=O)NC(C)(C)C1=O)S(=O)(=O)c1ccc(C)cc1 (stereo not drawn)	4.9	2.3	1.01	1.05	80.2	-1.3	12.1	-7.0	-2.5
COc1ccc(N2CCCn3c2nc2c3c(=O)n(Cc3ccc(F)cc3)c(=O)n2C)c(OC)c1	-13.7	17.2	1.03	1.17	113.0	1.4	-8.4	-7.5	-6.1
CCc1c(C)nc2ncnn2c1NCCc1ccc(OC)cc1	-0.8	-3.0	1	1.03	75.0	-3.6	2.4	-6.1	-4.0
COCCNC(=O)CNS(=O)(=O)c1ccc2nc(C)sc2c1	6.0	1.5	0.98	1.08	119.5	1.0	10.6	-1.4	-3.5
Cc1cc(=O)n2[nH]c(COc3ccccc3)nc2n1	4.0	0.6	0.98	1.05	76.8	-3.7	8.2	-10.1	8.6
O=C(c1cccs1)N1CCN(CCc2ccccc2)CC1	6.5	1.9	1.03	1.08	84.2	-4.9	8.4	-6.4	0.7
O=C(CCCCCn1c(SCC(=O)c2ccccc2)nc2ccccc2c1=O)NCc1ccco1	11.4	?	1.07	1	90.9	-1.8	14.3	-11.7	27.5*
COC(=O)CN(c1cccc(OC)c1)S(C)(=O)=O	-2.8	-15.6	0.97	1.04	103.0	-0.4	-4.0	-15.4	-5.5
CC1CCCCN1CCCn1c(=S)[nH]c2ccccc2c1=O (stereo not drawn)	3.3	3.1	1.04	1.07	108.0	0.1	11.7	-6.0	3.2
COC(=O)c1cc(NC(=O)Cc2coc3cc(OC)ccc23)cc(C(=O)OC)c1	2.4	23.3	1.02	1.13	74.0	1.5	3.0	5.8	-3.7
NC(=O)c1nc(C2CCCCC2)nc2c1[nH]c(=O)n2-c1ccc(F)cc1	-1.9	-3.1	1.04	2.12*	106.6	-1.2	6.4	-14.5	7.5
CCCCCn1c(=O)[nH]c2cc(C(=O)NCCN(CC)CC)ccc2c1=O	/	11.6	1.03	1.52	100.5	/	10.2	-12.2	/
O=C(C1CCN(S(=O)(=O)c2cccc3cccnc23)CC1)N1CCCC1	0.5	0.9	1.01	1.08	78.9	0.3	3.3	-7.1	-2.8
Cc1cccc(C(=O)N2CCC(n3nnc4cc(F)ccc43)CC2)c1	4.2	-7.4	1.03	1	104.3	-0.7	14.4	-5.0	3.6
O=C1CCN(S(=O)(=O)c2ccccc2)C2CCCCC12 (stereo not drawn)	-0.7	-12.8	1.03	1.13	161.2	-2.6	-3.4	-4.8	-8.8
COc1ccc(OCc2ccc(C(=O)O)cc2)cc1	1.8	-0.3	0.98	0.98	113.5	1.3	7.1	-5.7	1.1
O=C(Cn1cc2c(n1)CCCCC2)NCc1ccccn1	0.4	-2.7	1.06	1.04	99.3	11.1	-0.7	-5.4	7.5
COc1ccc(-c2noc(CCCC(=O)NCc3ccco3)n2)cc1OC	4.4	-14.4	1.01	1.03	99.1	-4.7	8.8	-12.3	2.8
O=C1CCCN1CCCNc1ncnc2c1cnn2-c1ccc(Cl)cc1	-0.6	5.1	1.06	1.06	95.5	-1.8	2.7	-23.9	-0.5
CCOC(=O)Cn1c(=N)n(Cc2ccccc2)c2ccccc21	2.3	-6.1	1	1.03	128.0	3.4	8.1	-6.3	5.0
CCOc1ccc(NC2=NCC(=O)N2CCc2ccccc2)cc1	-1.5	8.2	1.02	1.06	91.6	0.2	0.4	10.8	-3.5
Cc1cc(OCC(=O)Nc2cc(-c3nn4c(C)nnc4s3)ccc2C)ccc1Cl	2.3	2.6	1.04	1.09	97.3	-2.4	3.0	9.8	3.2
CCOC(=O)/C=C1\SCC(=O)N1CC(=O)c1ccc[nH]1	-2.6	35.3	1	1.04	109.6	-11.3	0.9	6.1	2.1
Cc1c(C(=O)OCC(=O)N(CCC#N)c2ccccc2)oc2c1ccc1ccccc12	0.6	31.1	1.03	2.16*	101.1	0.7	-8.7	-9.0	-4.9
Cc1ccc(S(=O)(=O)c2c(N)n(NC(=O)C3CC3)c3nc4ccccc4nc23)cc1	2.4	-14.8	1.07	3.75*	128.3	-8.5	4.0	9.4	1.2
Cc1ccc(CNC(=O)C(C)OC(=O)c2ccco2)cc1 (stereo not drawn)	-7.8	32.2	0.98	1.11	102.2	0.4	-7.8	-5.6	-9.0
Cc1csc(/C(C#N)=N/O)n1	4.7	-5.9	1.03	1.01	87.2	-1.6	10.3	-15.0	3.9
CCCc1cc(=O)oc2cc(C)cc(OCC(=O)O)c12	3.5	17.0	1.1	3.88*	86.7	-2.3	11.3	-4.2	3.6
COc1ccc(C2C(C#N)=C(N)Oc3n[nH]c(-c4ccccn4)c32)c(OC)c1OC (stereo not drawn)	-1.8	10.6	1.02	1.07	84.7	9.7	-3.8	5.6	-5.9
CCOc1ccc(C(=O)c2ccncc2)cc1	8.5	-8.7	1.04	1.08	62.2	-0.1	5.7	2.6	-1.0
CCSc1nnc(N2C(=O)CC(c3ccsc3)C3=C2CC(C)(C)CC3=O)s1 (stereo not drawn)	0.7	7.2	0.99	1.02	98.6	0.7	-12.3	-6.9	-5.4
CCC(=O)Nc1cccc(NC(=O)CSc2nnnn2C2CCCC2)c1	0.3	4.9	0.98	1.13	82.2	-0.8	-0.2	-2.8	7.2
COc1ccc(C2(C(=O)Nc3ccc(C(=O)O)cc3)CCOCC2)cc1	2.7	6.2	1.02	1.02	76.6	-1.2	-3.7	-9.7	-2.3
Cc1ccc(OCCCC(=O)N2CCOCC2)c(C)c1	1.8	-17.5	1.07	1.13	106.8	2.7	4.3	-7.5	-11.1
Cc1cc(S(=O)(=O)N2CCN(Cc3ccccc3)CC2)c(C)s1	3.6	-0.6	1.04	1.07	95.5	-1.8	6.1	-8.1	4.9
O=C(NCc1ccccc1)C1CCCN1S(=O)(=O)c1cccc2cccnc12 (stereo not drawn)	6.3	-3.1	0.99	1.02	85.9	-2.2	4.9	-5.3	2.1
CCOC(=O)CN1C2=NCCN2c2ccccc21	6.8	-12.6	0.98	1.03	123.4	-3.3	13.2	4.0	1.6
COc1ccc(-n2nnnc2S(=O)(=O)CC(=O)N2CCCCC2)cc1	0.5	-1.8	1.04	1.09	-29.4*	-2.3	8.4	-11.9	-1.6
O=C(CSc1ncnc2c1oc1ccccc12)NC1CCCCC1	-0.2	3.5	1.03	1.03	93.1	-0.6	8.7	-12.0	9.2
CC(/C=N/n1cnnc1)=C\c1ccco1	5.3	-12.9	1.27	0.92	73.8	-6.9	8.2	-0.5	2.2

Part of the list above, with values under each structure:
Results follow in this order: ROCK2 blocker, MKP-1 inh, A340 absorber, Autofluor 339, Her2 expr inh, Hsp90 block, PKA kinase inh, Cdc25B block, JNK3 blocker
> CCC(=O)Nc1cccc(NC(=O)CSc2nnnn2C2CCCC2)c1
  0.3, 4.9, 0.98, 1.13, 82.2, -0.8, -0.2, -2.8, 7.2
> COc1ccc(C2(C(=O)Nc3ccc(C(=O)O)cc3)CCOCC2)cc1
  2.7, 6.2, 1.02, 1.02, 76.6, -1.2, -3.7, -9.7, -2.3
> Cc1ccc(OCCCC(=O)N2CCOCC2)c(C)c1
  1.8, -17.5, 1.07, 1.13, 106.8, 2.7, 4.3, -7.5, -11.1
> Cc1cc(S(=O)(=O)N2CCN(Cc3ccccc3)CC2)c(C)s1
  3.6, -0.6, 1.04, 1.07, 95.5, -1.8, 6.1, -8.1, 4.9
> O=C(NCc1ccccc1)C1CCCN1S(=O)(=O)c1cccc2cccnc12 (stereo not drawn)
  6.3, -3.1, 0.99, 1.02, 85.9, -2.2, 4.9, -5.3, 2.1
> CCOC(=O)CN1C2=NCCN2c2ccccc21
  6.8, -12.6, 0.98, 1.03, 123.4, -3.3, 13.2, 4.0, 1.6
> COc1ccc(-n2nnnc2S(=O)(=O)CC(=O)N2CCCCC2)cc1
  0.5, -1.8, 1.04, 1.09, -29.4*, -2.3, 8.4, -11.9, -1.6
> O=C(CSc1ncnc2c1oc1ccccc12)NC1CCCCC1
  -0.2, 3.5, 1.03, 1.03, 93.1, -0.6, 8.7, -12.0, 9.2
> CC(/C=N/n1cnnc1)=C\c1ccco1
  5.3, -12.9, 1.27, 0.92, 73.8, -6.9, 8.2, -0.5, 2.2

(further entries)
SMILES	ROCK2 blocker	MKP-1 inh	A340 absorber	Autofluor 339	Her2 expr inh	Hsp90 block	PKA kinase inh	Cdc25B block	JNK3 blocker
O=C(CSc1ncccc1-c1nc2ccccc2[nH]1)NCc1ccco1	-4.3	1.9	1.04	1.71	92.9	-11.0	3.3	11.5	-6.2
COc1ccccc1C(=O)Nc1c2c(nn1-c1cccc(C)c1C)CS(=O)C2 (stereo not drawn)	4.2	-15.8	0.98	1.07	121.3	-2.0	-2.5	13.5	3.1
O=c1nc2c(-c3ccccc3F)n[nH]n2c2ccccc12	1.1	5.8	1.03	5.06*	79.8	-4.5	4.1	-7.6	15.1
CCOC(=O)CCc1c(C)c2ccc(OC(C)C(=O)OCC)c(C)c2oc1=O (stereo not drawn)	-4.9	6.3	1.12	3.77*	87.4	1.1	-2.4	2.0	4.4
O=C(CSC1=NCCS1)NC1CCCCC1	0.3	-6.7	1.01	1.05	121.3	-1.6	0.0	-1.8	2.0
CN(C)c1ccc(P(=O)(OCc2ccccc2)C(O)c2ccncc2)cc1 (stereo not drawn)	7.9	9.1	0.99	1.06	115.8	-7.5	3.6	3.1	0.1
Cc1[nH]c(=O)[nH]c(=O)c1CSc1nnc([C@@H](NC(=O)OC(C)(C)C)C(C)C)o1	8.3	16.1	1.02	1.04	109.0	-2.2	3.1	2.2	5.8
O=S1(=O)N=C(Oc2ccccc2)c2ccccc21	-0.4	5.3	1.03	1.03	59.2	-2.8	4.0	-0.5	3.2
CCCCCOC(=O)C1C2C=CC3(CN(c4ccccc4C)C(=O)C13)O2 (stereo not drawn)	3.5	-4.1	1.01	1.06	105.0	-3.5	7.3	8.4	-0.4
CC(=O)CCc1ccc(OCCCCn2cncn2)cc1	4.8	-4.2	1	1	67.2	-1.2	0.2	-1.3	-1.7
Cn1cc(/C=N/n2cnc3sc4c(c3c2=O)CCCC4)c2ccccc21	2.6	10.2	1.04	1.13	87.4	-8.1	11.0	-5.7	4.4
Cc1ccc(-n2nc(C)c3c2OC(N)=C(C#N)C3c2cccs2)cc1 (stereo not drawn)	/	12.1	1.09	1.1	/	/	3.8	-11.7	/
O=C(Nc1cnccn1)c1ccncc1	8.1	11.0	1.02	1.05	84.2	-11.1	11.6	-9.4	6.3
CSc1ccccc1-n1nnnc1SCc1ccccc1	9.2	-8.1	1.02	1.07	93.0	-0.7	8.1	-12.9	-5.6
CC(=O)c1cccc(NC(=O)COc2ccc(S(=O)(=O)N3CCCCC3)cc2)c1	0.0	2.9	1.04	1.12	90.1	-8.3	1.5	-1.3	1.7
CCN1CCN(C(c2cccs2)C(C)NC(=O)c2ccccc2F)CC1 (stereo not drawn)	7.7	4.5	1	1.02	68.6	-2.9	6.6	-7.1	1.8
Clc1cccc(-c2nc3nc4ccccc4nc3n2Cc2ccco2)c1	-5.0	23.0	1.12	1.65	57.5	-5.2	-6.4	6.0	-3.2
COc1cc(C(=O)NC2CCN(Cc3nnnn3Cc3cccs3)CC2)cc(OC)c1OC	/	1.8	1.02	1.1	113.2	-4.5	-9.8	-1.1	/
N#Cc1sc2nc3c(c(-c4cccnc4)c2c1N)CCC3	3.5	-2.0	1.09	1.18	83.6	-6.6	-1.8	1.4	0.7
O=C1CC(N2CCN(Cc3ccc4c(c3)OCO4)CC2)C(=O)N1Cc1ccc(N2CCCC2=O)cc1 (stereo not drawn)	/	3.0	1.06	1.13	61.8	/	1.0	-6.8	/
CCS(=O)(=O)N1CCCC(C(=O)NCCCN2CCCC2=O)C1 (stereo not drawn)	1.3	-3.6	1.02	1.12	80.9	-0.1	-0.1	10.0	4.3

An excerpt; rates above refer to the full screens.
